# Screening data: PubChem, Fisher Drug Discovery Resource Center
# mcGAS RapidFire: blocks mouse cGAS cGAMP production; Q8C6L5; recombinant mouse cGAS, cGAMP by RapidFire MS; inhibition, % at 12.5 µM; 0.18% of 130,000 active;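 active = inhibition of cGAS enzyme activity at or above 60%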;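 note: enzyme stimulated by 45 bp dsDNA with ATP and GTP substrates; cGAMP share of summed cGAMP plus half ATP and half GTP signals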
# Target sequence (Q8C6L5 whole entry, looked up): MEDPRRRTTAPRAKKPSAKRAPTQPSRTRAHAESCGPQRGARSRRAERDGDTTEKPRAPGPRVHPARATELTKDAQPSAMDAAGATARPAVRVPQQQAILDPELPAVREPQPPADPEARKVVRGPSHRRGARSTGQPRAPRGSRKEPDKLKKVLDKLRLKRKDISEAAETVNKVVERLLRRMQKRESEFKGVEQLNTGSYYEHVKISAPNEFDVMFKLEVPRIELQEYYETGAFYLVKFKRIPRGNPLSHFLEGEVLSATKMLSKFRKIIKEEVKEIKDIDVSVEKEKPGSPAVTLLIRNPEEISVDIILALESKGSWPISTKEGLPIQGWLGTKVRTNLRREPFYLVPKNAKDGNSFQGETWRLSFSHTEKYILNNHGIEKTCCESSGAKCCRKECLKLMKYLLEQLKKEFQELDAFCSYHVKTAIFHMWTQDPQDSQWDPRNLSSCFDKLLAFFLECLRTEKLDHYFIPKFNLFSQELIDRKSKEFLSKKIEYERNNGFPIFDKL
# Starred values were filed as active, the others as inactive; & = joins results of further samples. An excerpt, so the mix of outcomes need not match the whole.
smiles | mcGAS RapidFire
CN1CCN(C(=O)CCC2CCCN(Cc3ccc(Cl)c(F)c3)C2)CC1 (stereo unspecified) | -2
CCn1nnc2c(=O)n(CC(=O)Nc3ccc(OC)cc3)cnc21 | -4
Cc1sc2nc(CN3CCOCC3)nc(N(C)C3CCCCC3)c2c1C | -4
O=C(C=Cc1cccnc1)c1ccc2c(c1)OCO2 | -3
Nc1nonc1-c1noc(-c2ccc(Cl)cc2Cl)n1 | 1
COC(=O)c1cccc(-c2nccn2C2CCCC2)n1 | -15
Cc1cc(Oc2ccc(-c3ccccc3)cc2)nc(N)n1 | -5
CC1(C(=O)NS(=O)(=O)c2ccc3c(c2)CCO3)CCN1C(=O)C1CC1 (stereo unspecified) | -18
c1ccc2c(c1)OC1(CCCCC1)N1N=C(c3ccc4c(c3)OCCO4)CC21 (stereo unspecified) | -4
C/C(=N/NC(=O)c1ccccc1C)c1ccc(N2CCCCC2)cc1 | -4
CNS(=O)(=O)c1ccc2c(c1)CCN2C(=O)c1ccc(F)cc1F | -9
Cc1nc2cc(F)ccc2cc1C(=O)N1CCN(S(=O)(=O)c2ccc(F)c(Cl)c2)CC1 | 1
O=C(NCC1(CO)CC1)c1ccccc1-n1cccn1 | 1
Cc1cccc(CN2CCc3c(O)cccc3C2=O)c1 | -3
CN=c1scc(-c2ccc(OC(F)F)cc2)n1N=Cc1cccc(O)c1O | -9
Cc1cc(C(=O)N2CCc3c(nc(C)[nH]c3=O)C2)c2cnn(C(C)C)c2n1 | -22
CC(C)=CCN1CCN(Cc2cccc(F)c2)CC1CCO (stereo unspecified) | -9&-8
O=C1NC(=S)S/C1=C/c1cccc(O)c1 | -9
O=C(N=C1N=C2C=CC(Cl)=CN2Cc2ccccc21)c1ccc(=O)oc1 | 22
Cc1ccc(NNC2CC(=O)N(N(C)C)C2=O)cc1 (stereo unspecified) | 6
Cc1nc(N2CCCCC2)c2sc(=S)n(C)c2n1 | -17
O=C1/C(=C\c2ccncc2)SC(=S)N1Nc1ccc([N+](=O)[O-])cc1[N+](=O)[O-] | -3
O=S1(=O)CCC(n2ncc3c2/C(=C\c2ccccc2)CC3)C1 (stereo unspecified) | -6
CCOc1ccccc1N1CCN(C(=O)CCN2CCCCO2)CC1 | -11
COc1cccc(-n2cnnc2SCC(=O)c2ccc(F)c(F)c2)c1 | -7
CC(=O)Nc1ccc(C(C)=O)cc1OCC(=O)Nc1ccc(F)c(F)c1 | -8
CC(C)CNC(=O)C(NS(C)(=O)=O)C(C)(C)C (stereo unspecified) | 0
Cc1ccc(OCc2cc3c(cc2Br)OCO3)c([N+](=O)[O-])n1 | 11
CCc1oc2ccccc2c1CN1CCN(C)C2(CCN(C)CC2)C1 | -15
COc1cccc(CN2CCCn3cccc3C2c2ccc(F)cc2F)c1 (stereo unspecified) | 6

# Some of the entries so far, field by field:
structure: COc1cccc(-n2cnnc2SCC(=O)c2ccc(F)c(F)c2)c1
  mcGAS RapidFire = -7
structure: c1ccc2c(c1)OC1(CCCCC1)N1N=C(c3ccc4c(c3)OCCO4)CC21 (stereo unspecified)
  mcGAS RapidFire = -4
structure: Cc1sc2nc(CN3CCOCC3)nc(N(C)C3CCCCC3)c2c1C
  mcGAS RapidFire = -4

# Other structures follow.
smiles | mcGAS RapidFire
CN1CCC(N(C)C(=O)c2cc3cc(Br)cc(Br)c3o2)CC1 | 1
COc1cccc(NC(=O)NCCCn2nc(-c3ccco3)ccc2=O)c1 | 5
COc1ccc(OC)c2sc(N(Cc3ccccn3)C(=O)c3cc(C)nn3C)nc12 | 2
Fc1ccccc1CN(Cn1nc(-c2ccncc2)oc1=S)C1CC1 | 4
Cc1nn2c3ccc(N)cc3nc2c2ccccc12 | 3
O=C(CC1CSc2nccc(=O)n21)NCCC1=CCCCC1 (stereo unspecified) | -8
N#Cc1ccc(CNCCNC(=O)Cc2ccc(F)cc2)cc1 | -6
O=c1c(-c2cccc(Br)c2)[n+]([O-])c2ccccc2n1OCc1ccccn1 | -13
Cc1ccc(C(=O)Nc2ccc(C(=O)N(C)Cc3ncc[nH]3)cc2)o1 | -3
Cc1onc(-c2ccccc2Cl)c1C(=O)N1CCCCCC1 | 2
Cc1csc(CNc2cccc(CN3CCC(CO)CC3)c2)n1 | -4
CCN(c1cccc(CO)c1)S(=O)(=O)c1c(C)c(C)c(C)c(C)c1C | 10
O=c1c2nnc3c(-c4ccccc4)cnn3c2ccn1CCC1=CCCCC1 | -3
CCCNC(=O)Cn1nc2c(c1N)CSC2 | -4
CC(C)(C)n1ncc2c1CCCC2NC(=O)CCn1c(=O)oc2ccccc21 (stereo unspecified) | -7
S=c1[nH]nc2n(C3CC3)c(-c3ccccc3)nn12 | 6
CCC1(CC)CN(C(=O)CC2C(=O)NCCN2Cc2ccoc2)CCO1 (stereo unspecified) | -18
N#CCCN(Cc1ccccc1)C(=O)c1ccc(Nc2cccc(C(F)(F)F)c2)nc1 | -8
c1csc(C(CNc2ncnc3sc4c(c23)CCC4)N2CCCC2)c1 (stereo unspecified) | -4
CCC(=O)C1=C(c2ccccc2)N(C(=O)CC)n2cnnc2S1 | -3
CN(CCc1nc2ccc(Cl)cc2[nH]1)C(=O)c1ncn[nH]1 | -4
c1ccc2[nH]c(CSc3n[nH]c4nc5ccccc5n34)nc2c1 | -8
Cc1cc(C(=O)CSc2nnc3n2CCCCC3)c(C)n1C | 0
CC(C)(C)NC(=O)C1(C)CCN1Cc1cccc2c1OCO2 (stereo unspecified) | -8
Cc1cccc(-n2c(C)nc3sccc3c2=O)c1 | -4
COc1cc2c(cc1OC)C(NNC(N)=O)=NC(C)(C)C2 | -3
CC1CN(Cc2nc3cc(Cl)ccc3n2Cc2ccccc2)CCO1 (stereo unspecified) | 1
N[n+]1cnn(CC(=O)c2ccccc2Br)c1 | 98*
CCOC(=O)C1CCCN(C(=O)CC2CSc3nc(C)cc(=O)n32)C1 (stereo unspecified) | -9
O=[N+]([O-])c1cccc(-c2c[n+]3c(n2-c2ccccc2)SCC3)c1 | -3

# More compounds:
smiles | mcGAS RapidFire
Cc1ccc(-n2ncc3c(=O)n(NC(=O)Cc4ccc(F)cc4)cnc32)cc1C | -5
Cc1ccc(Cn2ncc3cc(Br)cnc32)cc1 | 3
CCNC(=O)N1CCC(NC(=O)[C@H](N)c2ccccc2)CC1 | -11
COc1cccc(-c2nn(-c3ccccc3)cc2CN2CCCC(CN3CCCC3=O)C2)c1 (stereo unspecified) | -4
Cc1nc2ccc(Cl)cn2c(=O)c1NC(=O)C1CCCC1 | -6
O=C(CCCCCCC(=O)Nc1ccccc1)NO | -6
O=C(Cn1ccc(=O)c2ccccc21)Nc1cc(Cl)ccc1C(=O)N1CCCC1 | -4
O=C(NCc1ccc2[nH]c3c(c2c1)CCCCCC3)C1CCS(=O)(=O)CC1 | -11
CC(=O)c1c(F)cccc1OC(C)c1ccccc1 (stereo unspecified) | -2
Cc1cc(C)n(C(C)C(=O)N2CCc3c(nc(C)nc3N3CCCC3)C2)n1 (stereo unspecified) | -15
N#Cc1cc(F)ccc1N1CCN(c2ccc(C(N)=O)cc2)CC1 | -15
Cc1cc(C)nc(-n2cccc2CN2CCC3(CC2)Nc2ccccc2C(=O)N3C2CCCC2)n1 | -7
O=C1COCc2ccc(-c3cccnc3)cc2N1Cc1ccccc1 | -8
CCN1CCN(C(c2cccc(Cl)c2)c2c(O)cc(C)n(CC)c2=O)CC1 (stereo unspecified) | -8
Cc1cc(OCCN2CCN(Cc3ccccc3)CC2)ccc1I | -2
NC(=O)[C@@H]1CSSCCC(=O)N[C@@H](CCCCN=C(N)N)C(=O)NCC(=O)N[C@@H](CC(=O)O)C(=O)N[C@@H](Cc2c[nH]c3ccccc23)C(=O)N2CCC[C@H]2C(=O)N1 | 9
Oc1ccc(N=Nc2ccc(SC(F)F)cc2)c2cccnc12 | 0
Cc1ccc(OCC(=O)NC2CC(=O)N(CCc3ccccc3)C2)cc1 (stereo unspecified) | -9
COc1ccc(-n2ccnc2CNC2CC(=O)N(Cc3ccc(F)cc3)C2)cc1 (stereo unspecified) | -9
CCCNC(=O)C1(C)CCN(Cc2ccnc3ccccc23)C1 (stereo unspecified) | 1
Cc1ccc(S(=O)(=O)Nc2ccc(Nc3nc(C)cc(N4CCCCC4)n3)cc2)c(C)c1 | -10
O=C(Nc1nncc(-c2ccccc2)n1)N1CCCC1c1ccccc1 (stereo unspecified) | 7
c1ccc2c(c1)OCC(CSc1nnnn1C1CCCC1)O2 (stereo unspecified) | -8
CCOC(=O)c1c(N)c2c(-c3ccccc3)c(C#N)c(OCC)nc2n1C | -3
CN(C)/C=C1\C(=O)NC(Cc2cscn2)C1=O (stereo unspecified) | -1
CCCC(C)(C)C(=O)N1CCC1(C)C(=O)NCc1ccc2c(c1)OCO2 (stereo unspecified) | -10
Cc1nc(-c2cccc3ccccc23)n(CC(=O)Nc2ccc3c(c2)CCC3)c1C | -13
CC(=O)c1ccc(OC(C)C(=O)Nc2ccccc2N2CCOCC2)cc1 (stereo unspecified) | -5
[N-]=[N+]=CC(=O)C1(c2ccccc2)CCCC1 | -13
COc1ccc(Cl)cc1CN1C(=O)C(Cc2cccc(F)c2)ON=C1c1ccncc1 (stereo unspecified) | -15

# The listing continues.
smiles | mcGAS RapidFire
COc1cc(C(CC(=O)c2ccc(Cl)cc2)SCCO)cc(OC)c1OC (stereo unspecified) | 4
COc1ccc(OCC(=O)Nn2cnc3c(cnn3C(C)(C)C)c2=O)cc1 | -1
CS/C(=C\C(=O)c1ccc(C)cc1)C(=O)c1ccc(C)cc1 | -3
Cc1ccc(C)c(OC(C)C(=O)NCCNc2cccnc2)c1 (stereo unspecified) | -3
CC(C)OC(=O)c1cc(NC(=O)c2cnc3ccccn23)ccc1Cl | -5
CC1=NNC(=O)C1CCC(=O)NN=Cc1sccc1C (stereo unspecified) | -11
NC(=O)CSc1ccc(-c2cccc(CN3CCOCC3)c2)cc1 | -6
Cc1ccc(CNC(=O)C2COc3ccccc3C2)s1 (stereo unspecified) | -5
COCc1ccc(C(=O)N2CCc3c(c(C(=O)O)nn3CC3CC3)C2)o1 | -21
CCSc1nnc(SCc2cc([N+](=O)[O-])cc3c2OCOC3)s1 | -9
Cc1ccc(NC(=O)C2(C)CCN2C2Cc3ccccc3C2)cc1O (stereo unspecified) | -7
Nc1nc(CSc2nnc(NC3CC3)s2)nc(Nc2ccc(F)cc2)n1 | -5
O=C(CCc1nc2sc3c(c2c(=O)[nH]1)CCC3)Nc1ccccc1 | 6
O=C(Nc1cnc2n1CCCC2)c1cccc2cnccc12 | 10
Cc1nc(N)sc1-c1csc(N)n1 | -13
O=C1CC(Sc2ncn[nH]2)C(=O)N1c1ccc(I)cc1 (stereo unspecified) | 3
CCCNC(=O)C1(NC(=O)Cc2ccccc2OC)CCCCC1 | -11
C/C=C(\C)CN(C)CCN(C)C | 0
COc1cccc(C2CC(c3cccs3)=NN2C(=O)CN2CCCCC2)c1OC (stereo unspecified) | -7
NC(=O)C1CCN(C(=O)c2ccc(=O)n(Cc3ccc(F)cc3)n2)CC1 | -6
Cc1ccc(NC(=O)NCc2ccncc2)c(Br)c1 | -14
CNc1snc(C)c1C(=O)NCc1ccc2c(c1)CCC2 | -10
CCc1noc(C)c1C(=O)N1CCC(CCC(=O)Nc2cccc(OC)c2)CC1 | -1
CC(=O)c1c(C(C)=O)c(C)n(-c2nc(-c3ccc(Br)cc3)c(C)s2)c1C | -2
CCN(C(=O)CCc1nc(-c2ccccc2F)no1)C1CCOC(C)(C)C1 (stereo unspecified) | -18
CC(C)C(C)(C#N)NC(=O)COC(=O)C12CC3CC(CC(Cl)(C3)C1)C2 (stereo unspecified) | 5
O=C(NCc1ccc(Cl)cc1)c1ccc2c(c1)OCCO2 | -7
Cc1ccc(CN2CC(C(=O)N3CCN(C)C(=O)C3)CC2=O)cc1 (stereo unspecified) | -17
COc1ccc(C(=O)N2CCN3CCNC(=O)C3C2)o1 (stereo unspecified) | -3
CCCNC(=O)N1CCN(c2cccc(Br)c2)C(=O)C1C (stereo unspecified) | -1

# Additional records follow.
smiles | mcGAS RapidFire
Cc1cccc(CC2=CN3CCS(=O)(=O)N=C3S2)c1 | -6
CC(C)C(C)N(Cc1cnc[nH]1)Cc1ccco1 (stereo unspecified) | -10
O=C(CCl)N1CCN(Cc2cccc3ccccc23)CC1 | 10
CC(NC(=O)Cn1nc(C(=O)N2CCN(C)CC2)cc1-c1cccs1)c1ccccc1 (stereo unspecified) | -8
NC1=NC(c2c3ccccc3cc3ccccc23)n2c(nc3ccccc32)N1 (stereo unspecified) | -5
OC(CN(c1nccc(-n2cccn2)n1)C1CC1)c1ccc(F)cc1 (stereo unspecified) | -10
Cn1c(Br)nc2c1c(=O)[nH]c(=O)n2C | -2
COC(=O)c1cccc(N2C(=O)C3C(C2=O)C2(C)C=CC3(C)O2)c1 (stereo unspecified) | -2
COc1ccccc1C(C)NC(=O)C1CCCN1C(=O)c1cc(Cl)cc(Cl)c1 (stereo unspecified) | -48
COc1ccc(N2C3=[N+](CCCC3)CC2(O)c2ccc(F)cc2)cc1 (stereo unspecified) | -26
Cc1ccc(CCNC(=O)CC2C(=O)N(C)C(=O)N2C)cc1C (stereo unspecified) | -24
O=C1NC2(CCCC2)C(=O)N1CCS(=O)(=O)Oc1ccccc1 | -1
C/C(=N\n1c(-c2cccc(Cl)c2)csc1=NC(C)C)c1ccc(O)cc1 | -3
COCCn1cc(NC(=O)Nc2cccc(C)n2)c2ccccc21 | -7

# 4 neighbouring records out of the list so far:
smiles | mcGAS RapidFire
Cc1cccc(CC2=CN3CCS(=O)(=O)N=C3S2)c1 | -6
CC(C)C(C)N(Cc1cnc[nH]1)Cc1ccco1 (stereo unspecified) | -10
O=C(CCl)N1CCN(Cc2cccc3ccccc23)CC1 | 10
CC(NC(=O)Cn1nc(C(=O)N2CCN(C)CC2)cc1-c1cccs1)c1ccccc1 (stereo unspecified) | -8
